Screening results from PubChem.
CXCR6 inh: CXCR6 (human) receptor inhibition; actives 0.36% (n = 360,000); inhibition, % at 20 µM; O00574; CHO-K1 PathHunter CXCR6 beta-arrestin, luminescence; in the data active = inhibition above about 34%, passing the limit was not always enough;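 note: antagonist mode with CXCL16 agonist at 10 nM final; 0% = 10 nM CXCL16 with DMSO and 100% = unstimulated wells without agonist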
APJ ag: agonists of human APJ apelin receptor. P35414. CHO-K1 APJ PathHunter beta-arrestin, luminescence; 0% DMSO wells, 100% apelin. activation, % at 20 µM. actives 0.11% (n = 330,000). AID 2520;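 active = activation more than six SD over the plate average, tested at 20 µM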;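 note: 0% = DMSO alone and 100% = apelin-13 at 10 nM; some results filed as inactive read as strong as hits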
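Material: CHO-K1 APJ beta-arrestin complementation cell line; Input: cell density 1000 per well; Incubation: compound stimulation 90 min at 25 °C, detection 60 min; Signal: luminescence from split beta-galactosidase complementation, Galacton Star/Emerald II substrate; Controls: DMSO-only wells as negative, 10 nM Apelin-13 as positive control.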
APJ antag: APJ receptor antagonism | CHO-K1 APJ beta-arrestin complementation, luminescence | inhibition, % at 20 µM | AID 2521 | actives 0.32% (n = 330,000);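 active = inhibition above about 40% at 20 µM, limit read from the data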;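 note: cells challenged with 10 nM apelin-13 agonist together with compound; plate controls were apelin-13 plus DMSO wells for no effect and DMSO wells lacking apelin-13 for full effect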
UBC13 polyUb: blocks human UBC13 polyubiquitin chain formation. TR-FRET. actives 0.47% (n = 330,000). inhibition, % at 20 µM. AID 485273; in the data active = inhibition above about 45%, passing the limit was not always enough
Target sequence (P61088 whole entry, looked up): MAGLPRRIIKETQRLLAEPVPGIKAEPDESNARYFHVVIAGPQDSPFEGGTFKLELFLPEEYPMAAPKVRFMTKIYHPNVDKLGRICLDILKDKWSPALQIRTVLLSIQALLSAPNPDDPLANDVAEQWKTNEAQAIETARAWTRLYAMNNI
EBI2 antag: antagonists of human EBI2 receptor | AID 651636 | actives 0.81% (n = 360,000) | inhibition, % at 5 µM | EBI2 beta-arrestin recruitment, luminescence, 7a,25-OHC stimulated; in the data active = inhibition above about 38%;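 note: enzyme fragment complementation signal reports receptor beta-arrestin coupling in cells; 0% = agonist plus DMSO wells and 100% = wells without agonist; some results beyond the cut were filed as inactive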
Target sequence (P32249 whole entry, looked up, the tested form may be a part): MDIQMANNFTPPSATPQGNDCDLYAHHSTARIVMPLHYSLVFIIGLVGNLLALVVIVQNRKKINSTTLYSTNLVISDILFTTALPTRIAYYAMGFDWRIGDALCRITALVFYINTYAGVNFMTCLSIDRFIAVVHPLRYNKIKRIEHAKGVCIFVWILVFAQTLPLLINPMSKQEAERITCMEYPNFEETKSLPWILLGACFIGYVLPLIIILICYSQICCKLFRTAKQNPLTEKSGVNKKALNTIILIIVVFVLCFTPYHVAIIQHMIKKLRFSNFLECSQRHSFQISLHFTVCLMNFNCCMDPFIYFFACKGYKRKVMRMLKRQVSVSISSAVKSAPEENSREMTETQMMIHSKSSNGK
CCR6 antag: blocks CCL20-driven beta-arrestin recruitment at human CCR6; actives 0.49% (n = 340,000); P51684; CHO-K1 CCR6 PathHunter beta-arrestin, luminescence, CCL20-stimulated; inhibition, % at 20 µM;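 active = compounds whose inhibition of the agonist-driven luminescence signal at 20 µM reaches about 50%, limit read from the data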;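 note: cells stimulated with CCL20 at 14 nM final; plate controls were DMSO with CCL20 for no effect and DMSO without agonist for full effect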
Gli-Sufu block: antagonists of Gli-Sufu signaling. Sufu-KO-LIGHT fibroblasts, Gli luciferase reporter luminescence. inhibition, % at 5 µM. actives 0.74% (n = 340,000). AID 588413;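 active = inhibition above about 55%, limit read from the data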;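 note: 0% = DMSO-treated cells and 100% = wells with medium but no cells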
ATG4B inhibitor: inhibitors of human ATG4B cysteine protease. Q9Y4P1. ATG4B cleavage of LC3-PLA2, NBD-HPC fluorescence, 1 h. inhibition, % at 8.33 µM. actives 0.51% (n = 340,000). AID 504462; in the data active = inhibition above about 40%
Target sequence (Q9Y4P1 whole entry, looked up): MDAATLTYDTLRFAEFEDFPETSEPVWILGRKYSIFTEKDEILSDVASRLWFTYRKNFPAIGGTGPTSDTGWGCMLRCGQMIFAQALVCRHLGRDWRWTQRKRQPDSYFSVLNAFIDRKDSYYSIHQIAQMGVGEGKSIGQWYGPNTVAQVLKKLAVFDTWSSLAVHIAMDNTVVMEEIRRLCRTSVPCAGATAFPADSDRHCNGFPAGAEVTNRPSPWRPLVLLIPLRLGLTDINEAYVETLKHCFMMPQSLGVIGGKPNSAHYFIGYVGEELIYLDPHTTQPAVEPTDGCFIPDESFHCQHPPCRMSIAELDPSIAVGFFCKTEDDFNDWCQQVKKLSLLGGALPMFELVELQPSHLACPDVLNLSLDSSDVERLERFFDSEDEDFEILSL
* = called active by the depositor; nt = no result given.

Structure	APJ ag	ATG4B inhibitor	APJ antag	CCR6 antag	CXCR6 inh	Gli-Sufu block	UBC13 polyUb	EBI2 antag
CN1CCN(c2ccccc2NC(=O)COc2ccc(C3CCCCC3)cc2)CC1	-5	19	7	29	2	23	12	23
COc1ccc(C(=O)Nc2cnn(Cc3ccc(Cl)cc3)c2)cc1OC	5	-1	-17	11	0	2	-1	27
CC(=O)Nc1ccc(NC(=O)CSc2nnc(NC(=O)c3ccco3)s2)cc1	-4	6	11	12	6	0	-8	3
CCOc1ccc(NC(=O)CN(C)C(=O)c2cc(-c3cccs3)nn2-c2ccccc2)cc1OCC	-3	1	-16	4	1	1	0	1
C#CCOCCOCCOCCNc1nc(N2CCN(C(=O)Cn3cc(CCO)nn3)CC2)nc(N2CCN(C(=O)Cn3cc(CC(C)O)nn3)CC2)n1 (centres undefined)	nt	-11	nt	7	-1	-4	nt	-16
COCCN(C(=O)COC(=O)CCCc1c[nH]c2ccccc12)c1c(N)n(Cc2ccccc2)c(=O)[nH]c1=O	nt	-4	nt	11	7	-5	nt	-9
CCOc1ccc(C(=O)NC2CCN(C(=S)Nc3ccccc3C)CC2)cc1	-3	-2	33	6	-14	-6	-2	-1
Cc1cc(C)nc(NS(=O)(=O)c2ccc(-n3cccc3)cc2)n1	-5	-7	-10	-1	-1	-3	0	-7
COc1ccc(N2C(=O)CC(NCc3cccc(F)c3)C2=O)cc1 (centres undefined)	-5	-10	-2	2	-2	-3	-4	-11
COc1ccc(-c2c(C)nn3c(C)cc(C)nc23)cc1	0	-5	21	-2	2	6	0	-10
CC(=O)Nc1sc(NC(=O)c2ccco2)nc1-c1cccs1	-1	2	-13	-5	-8	26	-6	-3
CC1Cc2ccccc2N1C(=O)Cn1c(=O)oc2cc(S(=O)(=O)NC3CCCC3)ccc21 (centres undefined)	0	-11	-76	-1	-1	6	0	-8
N#Cc1c(N)nc(SCC(=O)NCc2ccc3c(c2)OCO3)c(C#N)c1-c1cccs1	3	9	9	14	4	-22	-1	3
CN(O)C(=O)Nc1ccc([N+](=O)[O-])cc1	1	-7	-13	0	-8	0	3	9
CN1CCN(c2ccc(Cl)cc2NC(=O)CCN2C(=O)c3ccccc3C2=O)CC1	-2	-6	7	-7	-2	-1	36	0
COc1ccc(N2CCN(C3CCCN(C(=O)c4ccoc4)C3)CC2)cc1 (centres undefined)	-7	3	-16	-10	6	55*	0	4

2 compounds drawn at random from the list so far:
Structure	APJ ag	ATG4B inhibitor	APJ antag	CCR6 antag	CXCR6 inh	Gli-Sufu block	UBC13 polyUb	EBI2 antag
CN(O)C(=O)Nc1ccc([N+](=O)[O-])cc1	1	-7	-13	0	-8	0	3	9
CC(=O)Nc1sc(NC(=O)c2ccco2)nc1-c1cccs1	-1	2	-13	-5	-8	26	-6	-3

Going on with the list.
Structure	APJ ag	ATG4B inhibitor	APJ antag	CCR6 antag	CXCR6 inh	Gli-Sufu block	UBC13 polyUb	EBI2 antag
Nc1nc(N)c2c(ccc3nccc32)[nH]1	-1	-4	-18	2	-2	30	5	-14
Cc1ccc(C(C(=O)NC(C)(C)C)N(Cc2ccccc2)C(=O)c2snc(C(N)=O)c2N)o1 (centres undefined)	-4	-4	4	19	6	11	71*	17
O=C(O)c1cnc(-c2ccccc2)nc1Sc1cccc(Cl)c1	-1	-10	-6	4	2	1	-8	12
CCCCc1nc2n[nH]c(N)c2c2c1CCC2	-3	9	-18	-4	-3	0	-4	-7
NNC(=O)C(Cc1c[nH]c2ccccc12)NC(=O)c1ccccc1 (centres undefined)	1	-13	1	0	-6	5	0	5
Cc1ccc(NC(=O)CCCNC(=O)c2ccc(Cl)cc2)c(O)c1	9	4	-9	8	-9	-2	-7	-1
CCc1ccc(N2CC(O)(c3cccs3)[N+]3=C2SCCC3)cc1 (centres undefined)	-5	-3	15	16	-2	29	3	13
COc1ccccc1CC(=O)Nc1ccc(NC(=O)c2cccs2)cc1	3	-3	3	-2	-11	-7	8	7
Nc1nc(CN2CCCCCC2)nc(Nc2ccccc2)n1	-2	-6	15	-3	-2	-3	-11	5
COc1cccc(OC)c1C(=O)NNS(=O)(=O)c1ccc2ccccc2c1	-1	-11	10	-7	26	7	0	-1
COc1ccc(Cl)cc1NS(=O)(=O)c1ccc(OC)c(OC)c1	0	-9	12	-3	0	5	-1	2
Cc1cc(C)nc(SCc2nc3ncccn3c2Br)n1	-1	9	-8	0	-5	-8	14	-8
CC1CCN(C(=O)Cn2nnnc2CN2CCOCC2)CC1	-2	1	-19	8	-10	6	9	4
C[C@H](N)c1nnc(SCC(=O)N(C)C)o1	-1	0	-14	0	2	6	3	-6
C/C=C/Cn1c(SCCCc2ccccc2)nc2c1c(=O)[nH]c(=O)n2C	-2	-4	9	6	7	18	10	10
CC1(C)CC(NC(=O)C2CCN(S(=O)(=O)c3ccc(Cl)c(C(F)(F)F)c3)CC2)CC(C)(C)N1	nt	-5	nt	4	8	-1	nt	-21
O=C(Nc1cc(Cl)ccc1N1CCOCC1)c1ccc(Br)o1	-2	0	4	5	4	1	6	0
COc1ccccc1-c1noc(COC(=O)c2ccc(Br)o2)n1	-3	-45	10	2	0	4	0	2
Cn1c(C(=O)N2COCC2(C)C)cc2c(=O)n3ccccc3nc21	4	0	-10	-6	-12	-21	1	2
COc1ccc(CN2CC(C(=O)NCCCN3CCOCC3)CC2=O)cc1 (centres undefined)	-2	0	1	-6	4	-78	5	10
CCOc1ccccc1N=Nc1c(C)[nH]n(-c2ccccc2)c1=O	-8	5	1	21	10	10	-50	12
Cc1ccc(S(=O)(=O)NCCSCc2ccco2)cc1	0	-3	6	1	-5	-2	7	1
O=C1CC(c2ccccc2)Oc2cc(O)cc(O)c21 (centres undefined)	-5	-17	-21	7	-3	-10	-3	1
CC1(C)CC2=C(CO1)C(=S)NC(c1ccccc1)N2CC1CCCO1 (centres undefined)	0	-5	4	3	-1	2	-6	3
O=C(Cc1ccc(Br)cc1)N1CCc2ccccc2C1	-2	9	13	6	4	-32	-4	2
CCn1c(=S)sc2c(=O)n(CC(=O)Nc3ccccc3C(F)(F)F)c(C)nc21	-5	-8	0	18	-4	0	-1	-4
NC(=O)c1ccc(C(F)(F)F)cn1	-1	13	-15	7	5	-4	7	3
Cc1ccc(N2C(=O)C3C4C=CC(CC4)C3C2=O)c([N+](=O)[O-])c1 (centres undefined)	-2	4	2	13	17	0	-2	-1
O=S1(=O)CCC(NC(=S)Nc2ccc(Cl)cc2)C1 (centres undefined)	0	7	-13	-7	-2	-9	1	-9
O=CN1CCN(C(C(=O)NC2CCCC2)c2ccc(Cl)cc2)CC1 (centres undefined)	-5	-23	-4	7	-2	-4	4	0
Cc1ccc(-n2nc3ccc(NC(=O)/C=C/c4ccco4)cc3n2)cc1C	-4	22	0	7	10	40	1	20
Cc1ccccc1/C=N\NC(=O)c1ccccc1-n1cccc1	-2	-3	-1	-2	8	-2	8	4
O=C(NC(=S)N1CCCCC1)C12CC3CC(CC(C3)C1)C2	-3	-3	9	-9	0	0	-4	13
Cc1ccc(Nc2nc3nonc3nc2N(C)C)cc1	5	-7	9	-7	-3	-2	-4	1
Cc1ccc(-c2csc(C3=C(O)CN(NC(=O)c4ccco4)C3=N)n2)cc1	0	-5	-1	11	-4	35	-7	3
FC(F)(F)c1cc(-c2ccccc2)nc(NCc2cccnc2)n1	-1	6	7	16	9	8	-8	4
Cc1ccc(NC(=O)CSc2nnc(-c3ccccn3)n2C)cc1	-3	-6	15	-18	1	7	-4	-7
CCCc1nn(C)c2c(=O)[nH]c(-c3cc(S(N)(=O)=O)ccc3OCC)nc12	-1	2	5	10	-2	8	1	12
O=C(CCN1CCN(C/C=C/c2ccccc2)CC1)Nc1ccccc1	9	-24	-4	11	2	1	-12	-1
COc1ccc(N2CCN(C(=O)c3ccccc3NC(=O)C3=C(C)OCCS3)CC2)cc1	-5	5	0	11	0	-15	4	3
Cc1cc(CCN2CCC(=O)NC2=O)ccc1OC(C)C	-2	-9	22	-1	-7	-7	7	-8
CCOc1ccccc1NC(=O)CSc1nnc(-c2ccccn2)n1Cc1ccco1	-5	-1	6	11	7	3	12	1
COCCn1c(CN2CC(C)CC(C)C2)nc2c1c(=O)n(C)c(=O)n2C (centres undefined)	0	-27	-6	-7	4	-3	4	1
Cc1onc(-c2c(Cl)cccc2Cl)c1C(=O)c1c[nH]c(C(=O)NC2CC2)c1	3	-1	17	-27	-2	-12	1	-2
O=c1[nH]c(=O)n(C2CC(O)C(CO)O2)cc1I (centres undefined)	nt	18	nt	6	2	1	nt	1
O=C(Cc1ccc([N+](=O)[O-])cc1)Nc1nnc(C2CC2)s1	-1	0	-17	6	3	4	-20	1
CC(C)(CCl)C(=O)Nc1ccc(OC(F)(F)F)cc1	-4	1	-15	-2	-6	16	7	-10
COc1cc(/C=C2\SC(=S)N(CCC(=O)Nc3ccccc3)C2=O)cc(OC)c1OC	-1	-12	13	4	6	7	-14	19
CC(C)=C1C2CCC1C1C(=O)N(NC(=O)c3ccco3)C(=O)C21 (centres undefined)	2	4	-6	-2	-1	-10	-6	3
CCC(C)(C)n1nnnc1C(c1cc2cc3c(cc2[nH]c1=O)OCO3)N1CCN(C)CC1 (centres undefined)	-3	0	8	-11	-6	-5	22	0
CCN1C(=O)N(c2ccc(C(C)=O)cc2)S(=O)(=O)c2ccccc21	-1	3	9	0	-2	5	10	3
COC(=O)CSc1nnc(-c2ccc(OC)c(OC)c2)o1	0	9	-15	4	0	-2	1	2
Cc1cc(C)n(-c2nnc(N3CCN(c4ccccc4)CC3)nn2)n1	2	5	-30	9	3	12	-41	-5
COc1ccccc1N1C(=NC(=O)COc2ccccc2)SC2CS(=O)(=O)CC21 (centres undefined)	-2	-11	21	6	1	2	6	-5
O=C(NCc1ccccc1F)C(c1ccccc1)c1ccccc1	0	2	3	14	7	3	7	-8
O=C1CCc2cc(S(=O)(=O)NCc3ccc(Cl)cc3)cc3c2N1CC3	0	-3	6	11	1	5	1	-1

(next part)
Structure	APJ ag	ATG4B inhibitor	APJ antag	CCR6 antag	CXCR6 inh	Gli-Sufu block	UBC13 polyUb	EBI2 antag
COc1ccc(S(=O)(=O)N2CCCCCC2)cc1NC(=O)Cc1ccccc1F	2	-6	-1	4	0	10	-4	7
Cc1nn(CCCC(=O)NCc2ccccc2)c(=O)c2nn(-c3ccccc3)c(C)c12	2	5	-44	7	-4	-2	-12	-1
CN(CC(=O)Nc1ccc(N2CCOCC2)cc1)CC(=O)Nc1ccc(Cl)cc1[N+](=O)[O-]	0	5	-61	-4	-10	-5	8	1
CCN(CC)S(=O)(=O)c1ccc(O)c(C(=O)OCC(=O)Nc2ccc(OC(F)(F)F)cc2)c1	2	-1	9	16	0	0	4	-2
CC(=O)Nc1ccc(S(=O)(=O)N2CCc3c(Cl)cccc3C2)cc1	-2	3	-23	1	2	8	-12	1
O=C(CCN1C(=O)S/C(=C/c2ccccc2)C1=O)Nc1ccc(O)c(C(=O)O)c1	-6	5	1	11	1	0	-11	-3
O=C(C1CCN(S(=O)(=O)N2CCOCC2)CC1)N1CCN(Cc2ccc3c(c2)OCO3)CC1	nt	4	nt	-7	1	1	nt	1
CC(C)(C)C(=O)N1CCN(c2ccc(Cl)cc2[N+](=O)[O-])CC1	-3	-4	27	9	1	-6	-34	12
COC(=O)c1ccc(CNC(=O)COC(=O)/C=C/c2cc(OC)c(OC)c(OC)c2)cc1	-3	-15	3	0	4	3	-6	-1
Cc1noc(NC(=O)c2ccc(Cl)c(Cl)c2)c1Cl	-1	-4	-1	5	-12	-7	-10	-7

Random draw from the library. About 3% of those tested had a hit in this group.
